DDE Tn6 FP inh: disrupts Tn6 cyclic peptide binding to fibrin D-Dimer-E complex | 370,000 compounds, 0.21% hits | AID 720509 | inhibition, % at 8.3 µM | P02675 | Fibrin DD(E) TRITC-Tn6 fluorescence polarization displacement;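 active means inhibition above a per-campaign cutoff: mean of compounds within control limits plus 3 SD, cut at about 15% in these data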;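 further: 0% = median of all compound wells on the plate and 100% = blocking peptide control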
Target sequence (P02675 whole entry, looked up): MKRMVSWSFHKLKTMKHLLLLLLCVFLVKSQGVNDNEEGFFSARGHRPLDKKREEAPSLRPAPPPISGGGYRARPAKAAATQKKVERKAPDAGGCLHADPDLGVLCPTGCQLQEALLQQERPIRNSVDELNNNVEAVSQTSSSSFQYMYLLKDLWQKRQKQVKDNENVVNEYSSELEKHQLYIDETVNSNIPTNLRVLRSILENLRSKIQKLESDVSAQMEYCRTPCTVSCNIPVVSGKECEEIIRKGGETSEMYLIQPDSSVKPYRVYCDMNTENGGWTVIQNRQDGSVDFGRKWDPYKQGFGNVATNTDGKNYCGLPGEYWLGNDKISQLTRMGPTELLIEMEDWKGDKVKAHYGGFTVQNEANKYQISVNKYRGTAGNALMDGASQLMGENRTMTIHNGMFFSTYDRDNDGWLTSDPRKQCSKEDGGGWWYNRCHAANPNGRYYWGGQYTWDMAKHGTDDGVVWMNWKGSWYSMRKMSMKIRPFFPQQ
ASAP1 GAP inh: ASAP1 ArfGAP inhibition; Q9ULH1; ASAP1-stimulated ARF1 GTP hydrolysis, GDP FP detection; inhibition, % at 16.5 µM; 360,000 compounds, 0.19% hits; AID 624377; in the data active means inhibition above about 25%;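 further: 0% = vehicle with enzyme and substrate and 100% = no enzyme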
UHRF1 MBD2 ctr: human UHRF1 methylated DNA binding inhibitors; UHRF1 binding to methylated oligo, TR-FRET; inhibition, % at 4.4 µM; 370,000 compounds, 0.75% hits; in the data active means inhibition above about 21%;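 further: UHRF1 SRA domain binding a hemimethylated CpG hairpin DNA probe; 0% = median of test compound wells and 100% = reference inhibitor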
DDE Tn7 FP inh: DD(E)-Tn7 binding inhibition, primary FP screen; 370,000 compounds, 0.13% hits; AID 720508; inhibition, % at 8.3 µM; FP displacement of FITC-Tn7 peptide from fibrin DD(E); 0% = median of compound wells per plate;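 active means inhibition above the mean of compounds falling within the control limits plus 3 SD of them, cut at about 14% in these data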;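 further: 0% = plate median of compound wells and 100% = 10 µM Aha-Tn7 peptide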
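Test system – human fibrin DD(E) · Times – 10 min preincubation, 3 h with tracer, room temperature · Detection – fluorescence polarization of the labelled Tn7 tracer · Measure – percent inhibition normalized to high-control wells · Benchmarks – high control wells with 10 µM unlabelled Aha-Tn7 peptide (full inhibition) · Repeats – singlicate testing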
PLCg1 inh: PLC-gamma1 (human) inhibition, primary screen | purified PLC-gamma1, fluorogenic substrate, fluorescence | 370,000 compounds, 0.84% hits | AID 720700 | inhibition, % at 12.2 µM; in the data active means inhibition above about 9.5%
ADAM17 inh: ADAM17 inhibition, QFRET primary screen; AID 720648; 370,000 compounds, 0.83% hits; recombinant ADAM17, EDANS/DABCYL FRET peptide cleavage; inhibition, % at 6.95 µM; P78536;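 active means inhibition above the mean of compounds lying between control limits plus 3 SD, set per campaign, cut at about 8.5% in these data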;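 further: 0% = DMSO-only wells as the low control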
ARFGAP1 inhibitor: inhibits rat ARF GTPase activating protein 1. Q62848. 360,000 compounds, 0.26% hits. inhibition, % at 16.5 µM. Arfgap1-stimulated ARF1 GTP hydrolysis, GDP FP detection;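 active means inhibition above a per-plate limit, mean inhibition of low control wells plus 3 SD, cut at about 25% in these data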;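 further: 0% = DMSO wells with enzyme and 100% = wells lacking Arfgap1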
Target sequence (Q62848 1-136 limits assumed): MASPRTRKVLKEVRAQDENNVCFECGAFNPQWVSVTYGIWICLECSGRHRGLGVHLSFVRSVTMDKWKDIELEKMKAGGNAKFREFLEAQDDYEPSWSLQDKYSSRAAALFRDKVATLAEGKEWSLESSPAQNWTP
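Assay system: Rat Arfgap1 GAP domain (His6, aa 1-136), purified enzyme | Buffer or medium: HEPES 25 mM pH 7.5, NaCl 150 mM, MgCl2, DTT | Schedule: GTP hydrolysis reaction 2 h at 25 °C | Signal: FP of antibody-bound GDP Alexa 633 tracer, ex 620/em 688 nm | Measure: Percent inhibition of Arfgap1-stimulated GTP hydrolysis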
MBD2 inh: inhibitors of human MBD2 binding to methylated oligonucleotide | AID 686964 | Q9UBB5 | 370,000 compounds, 0.31% hits | inhibition, % at 4.4 µM | TR-FRET; in the data active means inhibition above about 13%
Target sequence (Q9UBB5 whole entry, looked up): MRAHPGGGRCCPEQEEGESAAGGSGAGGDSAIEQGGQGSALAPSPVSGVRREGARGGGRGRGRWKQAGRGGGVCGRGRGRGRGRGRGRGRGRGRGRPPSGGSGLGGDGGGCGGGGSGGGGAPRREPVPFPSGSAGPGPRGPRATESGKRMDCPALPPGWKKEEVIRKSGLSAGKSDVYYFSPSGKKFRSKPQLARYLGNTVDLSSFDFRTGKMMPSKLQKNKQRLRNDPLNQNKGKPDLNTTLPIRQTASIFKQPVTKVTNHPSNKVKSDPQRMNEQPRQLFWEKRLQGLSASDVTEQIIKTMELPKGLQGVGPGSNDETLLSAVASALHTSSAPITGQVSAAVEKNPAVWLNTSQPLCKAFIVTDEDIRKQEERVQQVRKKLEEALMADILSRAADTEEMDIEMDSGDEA
KLK7 zymogen act: activates the human kallikrein-7 zymogen; P49862; purified proKLK7, EDANS-DABCYL substrate fluorescence; 100% is mature enzyme control, 0% vehicle; activation, % at 7 µM; 370,000 compounds, 0.9% hits; AID 652039;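 active means activation above the mean of all tested compounds plus 3 SD, computed per campaign excluding outliers beyond control limits, cut at about 13% in these data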
PLC-beta3 inh: inhibitors of human phospholipase C beta3; AID 720704; 370,000 compounds, 0.18% hits; inhibition, % at 12.2 µM; Purified PLC-beta3, fluorogenic substrate, fluorescence; in the data active means inhibition above about 11%;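 further: 0% = median of compound wells on plate and 100% = full blocker control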
Active calls of the source: *; i = inactive; · = no result given.

SMILES	DDE Tn6 FP inh	ASAP1 GAP inh	UHRF1 MBD2 ctr	DDE Tn7 FP inh	PLCg1 inh	ADAM17 inh	ARFGAP1 inhibitor	MBD2 inh	KLK7 zymogen act	PLC-beta3 inh
O=C(COC(=O)C1(c2ccccc2)CC1)NNC(=O)c1ccccc1	-8	6	4	-1	3	-7	8	1	-0.3	-2
O=C(Nc1ccnc(-c2ccncc2)n1)c1ccc(Cl)cc1	-6	7	4	3	-1	-5	6	6	0.3	-2
O=C(NC(=S)Nc1ccc(N2CCCCC2)c(Cl)c1)c1cccs1	3	-6	-2	-1	3	1	2	-4	-0.1	1
CC1CCCC(C)N1C(=O)c1ccc(S(=O)(=O)NCc2ccco2)cc1 (stereo unspecified)	-8	-5	0	1	0	0	-4	1	-0.6	-7
Cc1cc(C(=O)CN2C(=O)NC(C)(c3ccc(F)c(F)c3)C2=O)c(C)n1C1CC1 (stereo unspecified)	0	-8	-3	0	1	-4	-10	-5	0.7	0
CC1(C)CC(=O)C2=C(C1)N(c1cccc(Cl)c1)C(=O)NC2(C(F)(F)F)C(F)(F)F	1	3	1	-8	2	-3	-3	-2	-0.5	4
CCc1c(C)[nH]c2nc3ccccc3n2c1=O	-3	2	4	-1	-72	-70	18	3	-71	-81
Cc1cccc(NC(=S)NC(=O)CC2CC(C)(C)OC2=O)c1 (stereo unspecified)	-2	6	-1	-4	2	-2	0	1	-0.6	3
Cc1cc(NC(=O)CSCC(=O)OCc2nnc(-c3ccc(F)cc3)o2)no1	-6	1	0	6	2	-4	15	3	-0.2	-7
Nc1cc(Cl)c(N)cc1Cl	10	-2	-2	0	8	0	2	-3	-0.2	0

Entries shown so far that contain four or more nitrogen atoms, in the order listed:
SMILES	DDE Tn6 FP inh	ASAP1 GAP inh	UHRF1 MBD2 ctr	DDE Tn7 FP inh	PLCg1 inh	ADAM17 inh	ARFGAP1 inhibitor	MBD2 inh	KLK7 zymogen act	PLC-beta3 inh
O=C(Nc1ccnc(-c2ccncc2)n1)c1ccc(Cl)cc1	-6	7	4	3	-1	-5	6	6	0.3	-2
Cc1cc(NC(=O)CSCC(=O)OCc2nnc(-c3ccc(F)cc3)o2)no1	-6	1	0	6	2	-4	15	3	-0.2	-7

Next part.
SMILES	DDE Tn6 FP inh	ASAP1 GAP inh	UHRF1 MBD2 ctr	DDE Tn7 FP inh	PLCg1 inh	ADAM17 inh	ARFGAP1 inhibitor	MBD2 inh	KLK7 zymogen act	PLC-beta3 inh
CC(=O)Oc1cc2oc(=O)cc(C)c2cc1OC(C)=O	0	-3	4	5	i	i	-14	-3	68*	i
Cc1c(C(=O)Nc2cccc([N+](=O)[O-])c2)cnn1-c1ccccc1	-1	0	0	-4	2	-1	4	3	0.1	-7
CC(=O)Nc1sc(NC(=O)c2ccco2)nc1-c1cccs1	1	-1	1	6	-5	-3	-13	2	-0.2	-8
COC(=O)[C@]12CCCCC=C1N(CCC1=CCCCC1)C(=O)[C@H](CC(=O)NCc1ccc(C)o1)C2	2	2	-3	2	2	3	-12	0	1.2	0
Cc1ccc2nsnc2c1S(=O)(=O)NCc1cccnc1	-2	1	-1	1	0	-1	-9	0	-0.2	5
CN(C(=O)c1ccc(NC(=O)Cc2cccc(NC(=O)C3CCCN(C(=O)CCc4ccccc4)C3)c2)cc1)C1CC1 (stereo unspecified)	-6	8	0	-6	2	2	5	4	0.4	2
COc1ccc(C)cc1NC(=O)CN(C)S(=O)(=O)c1ccc2c(c1)CCCN2C(C)=O	2	-5	1	0	4	9.0*	-5	-2	0.5	-4
CC(C)C(OC(=O)CN1C(=O)COc2ccccc21)C(=O)NC1CCCC1 (stereo unspecified)	-3	6	-1	-1	1	-6	7	0	0.4	-1
O=C(N/C(=C/c1cn(-c2ccccc2)nc1-c1ccccc1)C(=O)N1CCOCC1)c1ccc(Cl)cc1Cl	5	-9	10	-3	2	2	-3	3	0.5	1
CCCCCNc1nc(N2CCCC2)c2c(c1C#N)CCN(C)C2	5	-1	-7	3	-141	-22	-3	-4	3.9	-175
CCN1CCN(CCCOc2ccc(Cl)cc2Br)CC1	-6	-1	0	-6	4	2	2	0	-0.2	0
S=c1[nH]c(-c2ccccc2)cn1/N=C/c1ccccc1Br	-3	3	0	-3	-32	-14	2	1	0.2	-41
COc1ccc(S(=O)(=O)NCC2CCC(C(=O)NCCCN3CCCC3=O)CC2)cc1 (stereo unspecified)	4	0	0	-6	-2	0	-5	6	-0.1	-21
NCCNC(=O)Cn1c(=O)c2c3c(sc2n(Cc2ccccc2)c1=O)CCCC3	3	11	-1	6	3	-5	4	-1	0.3	-7
Cc1c(NC(=O)COC(=O)C23CC4CC(CC(O)(C4)C2)C3)c(=O)n(-c2ccccc2)n1C	0	-1	-1	-2	0	0	2	-6	0.1	3
O=C(c1cccc(Br)c1)N1CCN(C(=O)c2cccc(Br)c2)CC1	4	11	2	-5	7	1	3	-4	-0.2	6
Cc1cccc(N=C2NC(=O)CS2)c1C	-7	-5	7	-1	4	-1	3	-2	0.5	-1
Cc1ccc(C)c(NC(=O)CSc2nnc(CNC(=O)c3ccco3)n2C)c1	9	-3	3	9	1	-2	-1	-8	-0.6	-2
Cc1nc2ccccc2n1S(=O)(=O)c1cc(C(=O)O)ccc1Cl	-4	-2	0	-1	2	1	-4	4	-0.4	-10
COc1cc(/C=N/NC(=O)c2ccc(N(C)S(=O)(=O)c3ccccc3)cc2)cc(OC)c1OC	-5	-1	-1	1	-29	-1	10	3	1.3	-34
O=C(COC(=O)c1ccc(C(F)(F)F)cc1)NC(=O)NC1CCCC1	-2	-4	-2	-5	-1	-4	3	3	0.3	-4
Cc1cccc(CC(Cc2nc3ccccc3[nH]2)c2nc3ccccc3[nH]2)c1 (stereo unspecified)	-1	8	10	8	-2	1	12	3	0.8	2
Cc1ccccc1-n1ncc(C(C)NC(=O)c2ccccc2)c1C (stereo unspecified)	-4	9	-1	-5	2	-1	-9	-4	0.4	3
Cc1ccc(OCC(O)CN2CCOCC2)c(C)c1 (stereo unspecified)	-2	2	-1	-4	0	-2	4	-5	0.1	-3
CCn1ncc(CN2CCCC(C(=O)c3cccc(OC(C)C)c3)C2)c1C (stereo unspecified)	1	3	2	2	-5	-3	-4	-2	1.0	-9
CCOC(=O)c1c(C)nc2c(c1-c1ccc(OC)cc1)C(=O)CC(C)(C)C2	-5	1	1	3	9	-1	-5	1	0.1	4
N#Cc1ccc(N2CCOCC2)c([N+](=O)[O-])c1	-3	3	1	6	0	1	-14	2	-0.1	-2
NC(N)=NC(N)=Nc1cccc(Cl)c1	-1	1	2	0	0	-7	10	0	-0.1	1
CN(C)S(=O)(=O)N(CC(=O)Nc1ccc(F)c(F)c1)c1ccccc1	-2	-10	-3	5	1	1	4	-1	0.1	2
COc1ccccc1CN(CC(=O)NCc1ccco1)C(=O)CNS(=O)(=O)c1ccccc1	2	-4	1	0	0	-3	-6	1	0.6	-3
C=CCc1c(C)nc(-c2ccccc2)nc1Nc1ccccc1O	2	12	0	2	2	10*	8	2	-0.1	-1
C[C@H]1CCCN1c1ccc2c(c1)OCCCN(C1CC1)S2(=O)=O	-5	·	6	-2	0	0	·	-1	0.2	1
CCOC(=O)C1=C(C)NC(=S)NC1c1ccc(C)s1 (stereo unspecified)	1	-13	1	5	2	0	4	-3	0.4	-4
CCOC(=O)c1oc2ccccc2c1NC(=O)c1cccs1	0	-2	0	-8	0	-1	0	-2	0.6	3
Cc1nc(NS(=O)(=O)c2ccccc2)sc1C(=O)NN	-12	3	5	-23	-39	-5	-2	3	-0.1	-42
CN(C)S(=O)(=O)c1ccc(C(=O)OCC(=O)c2ccc3c(c2)NC(=O)CO3)cc1	-6	-4	3	-1	7	0	2	0	0.0	-4
O=C(N/N=C\c1ccncc1)c1ccccc1O	-1	7	-7	0	-2	-1	2	3	0.3	-2
Nc1ccc[n+](CC(=O)c2ccccc2)c1	6	13	-2	-5	-2	-3	5	3	-0.3	-7
COc1ccc(-c2ccnc(SCC(=O)Nc3ccccn3)n2)cc1	5	24	-1	8	-3	-14	4	-5	-0.3	1
CC(C)[C@H](N)C(=O)N[C@H]1CCC2C3CC=C4C[C@@H](O)CC[C@]4(C)C3CC[C@@]21C (stereo partly specified)	-12	-7	-1	1	1	-5	-1	3	-17	-1

Continued, starting with the last 3 of the part before.
SMILES	DDE Tn6 FP inh	ASAP1 GAP inh	UHRF1 MBD2 ctr	DDE Tn7 FP inh	PLCg1 inh	ADAM17 inh	ARFGAP1 inhibitor	MBD2 inh	KLK7 zymogen act	PLC-beta3 inh
Nc1ccc[n+](CC(=O)c2ccccc2)c1	6	13	-2	-5	-2	-3	5	3	-0.3	-7
COc1ccc(-c2ccnc(SCC(=O)Nc3ccccn3)n2)cc1	5	24	-1	8	-3	-14	4	-5	-0.3	1
CC(C)[C@H](N)C(=O)N[C@H]1CCC2C3CC=C4C[C@@H](O)CC[C@]4(C)C3CC[C@@]21C (stereo partly specified)	-12	-7	-1	1	1	-5	-1	3	-17	-1
CCCNC(=O)C1(C)CCN1C(=O)c1ccccc1CCc1ccccc1 (stereo unspecified)	-3	-7	1	-4	3	8.8*	-4	1	-0.1	3
O=[N+]([O-])c1ccc(N2CCN(CCO)CC2)cc1Sc1nc2ccccc2[nH]1	-2	-13	-7	-2	0	0	-1	-4	0.6	5
Cc1[nH]nc2c1C(c1ccccn1)N(c1ccc(Br)cc1)C2=O (stereo unspecified)	-2	-1	5	3	-3	-6	-2	2	-0.5	-1
COc1ccccc1OCC(=O)O/N=C(\N)c1ccccn1	-1	-8	-2	-1	4	0	-8	-1	0.2	-1
C/C=C(/C)C(=O)Nc1cccc(C2=NOC3(C2)C[C@@H](C(N)=O)N(C(=O)c2ccc(OC)cc2)C3)c1 (stereo partly specified)	5	14	-2	-3	-2	-2	-6	-6	0.3	-3
O=C(Nc1cccc(S(=O)(=O)N2CCCCC2)c1)c1ccc2ccccc2n1	-2	-12	-1	2	-4	-4	-2	-1	0.0	0
COc1ccc(S(=O)Cc2ccc(C(=O)NCc3cccc(OC)c3)o2)cc1 (stereo unspecified)	5	-2	3	3	4	-3	5	0	-0.5	-8
N#Cc1ccc(C(C(=O)NC2CCCCC2)n2c(=O)c(-c3ccccc3)nc3ccccc32)cc1 (stereo unspecified)	0	5	1	-11	-45	-45	9	-1	-11	-68
Cc1ccc(S(=O)(=O)N2CCCC2)cc1C(=O)NCC(C)(C)N1CCOCC1	6	-7	2	-2	2	-1	6	0	0.5	1
Cn1ccnc1SCc1cn2ccccc2n1	6	-1	0	-5	3	0	6	-2	0.2	2
N#Cc1c(C#N)c(SSc2c(C#N)c(C#N)c(N)n2-c2ccccc2)n(-c2ccccc2)c1N	-5	5	3	-1	0	2	-8	-4	-0.7	2
CC(C)(C)c1ccc(C(=O)Nc2ccc([N+](=O)[O-])cn2)cc1	-2	4	-1	-1	2	7	-2	-6	-0.5	2
O=C(N/N=C/c1c[nH]c2ccccc12)c1cc(Br)ccc1O	-4	-8	4	-7	-68	-11	-2	5	-1.0	-109
CCCn1c(=N)c(S(=O)(=O)c2ccccc2)cc2c(=O)n3cccc(C)c3nc21	4	-3	0	-2	-11	-15	-8	-2	-0.2	-18
CC(C)CNC(=O)c1cccc(NC(=O)CSc2ccc(Cl)cc2)c1	4	12	-1	-1	3	1	9	1	0.5	3
